From PubChem BioAssay
ROMK primary – ROMK potassium channel modulators, primary screen, cell-based, thallium flux, MLSMR library; hit rate 2% among 130,000; B-score at 10 µM; AID 1918, 2009; Tet-inducible ROMK, thallium flux fluorescence; actives lie on both sides;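 active = signal ratio slope over the read window, or its plate-corrected B-score, at least 3 SD from the plate mean, either direction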;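 also: B-score of the F/F0 ratio slope over 7 to 12 s after thallium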
Target sequence (P48048 whole entry, looked up): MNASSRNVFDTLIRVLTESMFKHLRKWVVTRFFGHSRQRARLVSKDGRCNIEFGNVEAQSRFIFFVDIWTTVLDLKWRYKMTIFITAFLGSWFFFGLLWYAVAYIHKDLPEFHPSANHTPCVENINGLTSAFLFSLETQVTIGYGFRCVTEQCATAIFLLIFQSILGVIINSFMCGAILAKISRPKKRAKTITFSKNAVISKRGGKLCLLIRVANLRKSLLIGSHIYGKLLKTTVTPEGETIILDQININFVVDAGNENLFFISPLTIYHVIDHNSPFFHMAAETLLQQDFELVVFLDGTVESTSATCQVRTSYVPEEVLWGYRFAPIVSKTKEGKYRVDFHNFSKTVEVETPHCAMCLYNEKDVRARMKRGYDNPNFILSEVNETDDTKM
bIAP act – bovine intestinal alkaline phosphatase activators, primary screen, biochemical, bovine IAP, CDP-star luminescence; purified bovine IAP, 30 min; active compounds read high; fold of DMSO-control signal, blank-subtracted; activation factor at 20 µM; hit rate 0.17% among 200,000;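 active = activation factor of 2 or more at 20 µM, a signal rise over negative controls twice the positive control's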
PPARg SRC3 recr – PPARgamma agonists recruiting SRC-3 coactivator, primary screen, biochemical; biochemical PPARgamma/SRC-3 coactivator recruitment assay; hit rate 0.26% among 200,000; Peroxisome proliferator-activated receptor gamma (Homo sapiens), P37231; AID 731, 2007; activation, % at 8 µM; in the data active = activation above about 23%;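 also: 0% = DMSO and 100% = reference agonist; some compounds past the cut are filed as inactive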
PPARg SRC2 recr – agonists of PPARg-SRC-2 recruitment, primary screen, biochemical, HTS; Peroxisome proliferator-activated receptor gamma (Homo sapiens), P37231; PPARgamma LBD-SRC-2 recruitment; activation, % at 8 µM; hit rate 0.34% among 200,000; AID 1032, 2008; in the data active = activation above about 22%;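 also: 0% = vehicle and 100% = reference agonist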
PPARg SRC-1 ag – PPARgamma agonists recruiting SRC-1 coactivator, primary screen, biochemical; AID 631, 2007; PPARgamma-SRC-1 coactivator recruitment biochemical assay; hit rate 0.41% among 200,000; activation, % at 8 µM; in the data active = activation above about 19%;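 also: 0% = DMSO and 100% = reference agonist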
bIAP inhibitor – bovine intestinal alkaline phosphatase inhibitors, primary screen, selectivity assay for TNAP inhibitor project, biochemical, bovine IAP, CDP-star luminescence | purified bovine IAP, 30 min | inhibition, % at 20 µM | 190,000 tested, under 10 active;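 active = over 50% inhibition of intestinal alkaline phosphatase at 20 µM in the single-dose screen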
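System: purified bovine intestinal alkaline phosphatase (IAP) enzyme; Input: IAP diluted 1/65,000,000 in the well; Measured by: CDP-star luminescence signal; Compound dosing: 20 µM single dose; Incubation: 30 min reaction at room temperature.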
Lmaj promast – Leishmania major promastigote growth inhibition, primary screen; Leishmania major promastigotes, resazurin fluorescence viability; inhibition, % at 10 µM; hit rate 9% among 200,000; AID 1063, 2008; in the data active = inhibition above about 50%;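 also: promastigotes grown with compound for 44 hours at 28 °C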
S1P3 antag – S1P3 receptor antagonists, primary screen, cell-based; Sphingosine 1-phosphate receptor 3 (Homo sapiens), Q99500; AID 485, 2006; inhibition, % at 4.98 µM; CHO S1P3 NFAT-BLA reporter, FRET fluorescence, antagonist mode; hit rate 0.27% among 170,000;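 active = inhibition above the plate cutoff, the mean inhibition of test wells on that plate plus 3 SD, cut at about 28% in these data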;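 also: cells challenged with S1P at its EC80 of 0.8 µM; blue over green emission ratio from cleaved BLA substrate after 4 h stimulation; 0% = S1P-stimulated wells and 100% = unstimulated DMSO-only wells; some compounds past the cut are filed as inactive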
Target sequence (Q99500 whole entry, looked up): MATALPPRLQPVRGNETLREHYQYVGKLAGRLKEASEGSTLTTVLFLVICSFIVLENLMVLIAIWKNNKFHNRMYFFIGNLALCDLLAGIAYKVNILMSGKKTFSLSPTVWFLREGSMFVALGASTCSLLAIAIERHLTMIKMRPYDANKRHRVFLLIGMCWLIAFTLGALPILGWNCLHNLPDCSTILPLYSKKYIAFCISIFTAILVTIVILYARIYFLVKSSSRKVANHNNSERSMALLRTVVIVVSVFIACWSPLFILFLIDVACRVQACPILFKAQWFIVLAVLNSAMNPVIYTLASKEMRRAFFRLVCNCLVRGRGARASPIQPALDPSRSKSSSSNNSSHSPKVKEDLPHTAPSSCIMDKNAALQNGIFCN
TLR4 MyD88 comp – inhibitors of TLR4-MyD88 association in cells, primary screen, cell-based, HeLa CL3-4, BLA complementation, FRET ratio; Toll-like receptor 4 (Homo sapiens) + Myeloid differentiation primary response protein …; inhibition, % at 8.4 µM; hit rate 0.18% among 200,000; HeLa CL3-4 TLR4/MyD88 BLA complementation; in the data active = inhibition above about 25%;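 also: 0% = vehicle and 100% = reference inhibitor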
SRC2 TRFRET art – TR-FRET signal artefacts, primary screen, artefact control for PPARgamma SRC-2 agonist project, biochemical. TR-FRET artefact counter-screen; active compounds read high. TR-FRET ratio at 8 µM. hit rate 0.4% among 200,000; in the data active = TR-FRET ratio above about 2000; also: inactives centre near 1500
DTT redox prof – compounds producing H2O2 with reducing agent – biochemical, NIH compound library profiling, artefact control for MLSCN library redox annotation, primary screen; DTT-dependent redox cycling H2O2, phenol red/HRP absorbance; 100% = 100 µM peroxide control, 0% = buffer; activation, % at 10 µM; hit rate 0.03% among 200,000; AID 878, 2007;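 active = activation of at least 50% relative to the plate's high and low controls in the primary single-dose screen; inactive = activation below 50%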;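 also: compound incubated with DTT at 0.8 mM final as the reducing agent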
* = called active by the depositor; . = not tested or not shown.

SMILES | ROMK primary | bIAP act | PPARg SRC3 recr | PPARg SRC2 recr | PPARg SRC-1 ag | bIAP inhibitor | Lmaj promast | S1P3 antag | TLR4 MyD88 comp | SRC2 TRFRET art | DTT redox prof
CC(=O)N1CCN(C(=O)c2cc(S(=O)(=O)Nc3ccc(S(C)(=O)=O)cc3)ccc2Cl)CC1 | . | 1 | 3.5 | -0.3 | -3.0 | -3.0 | 0.4 | 2.6 | 9.3 | 1578 | -0.2
CCSc1nc(C)c(C(C)=O)cc1C#N | 0.376 | 0.8 | 13.5 | 9.8 | -0.3 | 17.2 | -6.8 | . | -10.5 | 1684 | 0.1
Cc1ccc(-c2csc(C3C(N)=NC(S)=C(C#N)C34CCCCC4)n2)cc1 (stereo not drawn) | -1.45 | 1.2 | 3.3 | 8.1 | -0.1 | -22.7 | -9.9 | . | 11.4 | 1607 | -0.2
O=C(Oc1cccc(NC(=O)c2ccco2)c1)c1ccc(Br)c(S(=O)(=O)N2CCCCC2)c1 | -0.0121 | 1 | -0.5 | 6.1 | 5.5 | 4.0 | 35.5 | . | -0.6 | 1569 | 0.1
COc1ccc(/C(N)=N/OC(=O)c2ccc(C)c([N+](=O)[O-])c2)cc1OC | . | 1 | 0.6 | -2.2 | 3.7 | -0.5 | 3.2 | . | 8.0 | 1633 | 1.9
Cc1onc(-c2ccccc2Cl)c1C(=O)N1CCN(c2ncccn2)CC1 | 0.778 | 1 | 0.8 | 14.5 | 9.3 | -1.9 | -7.1 | -15.4 | 0.8 | 1474 | -0.4
COc1nn(C(C)C(=O)N2N=C(C(F)F)CC2(O)C(F)F)cc1[N+](=O)[O-] (stereo not drawn) | -0.561 | 0.8 | 22.7 | 6.6 | 0.8 | 19.3 | -8.6 | . | 2.6 | 1375 | 1.0
Cc1c(C(=O)O)nnn1-c1nonc1N | 0.0147 | 0.9 | 2.1 | 8.7 | 11.9 | 5.4 | -0.7 | 7.3 | -0.9 | 1748 | -1.4
CCCCOC(=O)Nc1nnc(CCOCC)s1 | 0.129 | 0.9 | -3.1 | 3.2 | -0.2 | 12.0 | -6.7 | 19.6 | 6.1 | 1561 | 0.4
NS(=O)(=O)c1ccc(CCNC(=O)COC(=O)CN2C(=O)C3CCCCC3C2=O)cc1 (stereo not drawn) | 0.263 | 0.9 | 0.9 | 0.9 | 5.7 | 5.1 | 5.0 | -4.0 | 3.6 | 1556 | -0.6
O=C(c1cccnc1)N1CCN(Cc2cccc(Br)c2)CC1 | 0.0782 | 1 | 9.1 | 6.4 | 4.4 | 2.9 | -3.8 | . | 1.0 | 1561 | 0.4
Cc1ccccc1C(=O)N/N=C/c1ccsc1C | 1.6 | 1.1 | 0.0 | -2.4 | -1.0 | -9.7 | 6.8 | -8.1 | -11.9 | 1374 | -0.4
CCCCCCCCCc1nc2sc3c(c2c(=O)n1NC(=O)c1ccccc1[N+](=O)[O-])CC(C)(C)OC3 | 0.142 | 1.3 | 1.4 | 1.4 | 0.1 | -26.3 | 34.2 | -17.4 | -10.2 | 1468 | -0.4
Cc1ccc2oc(=O)c3cnn(CC(=O)NCCN4CCOCC4)c3c2c1 | . | 1 | 2.7 | 3.4 | 3.7 | 1.4 | -4.8 | -3.4 | 2.8 | 1449 | -2.6
CC(C)(C)NC(=O)Cn1c(Cl)nc2ccccc21 | 0.49 | 1.2 | 0.7 | -1.7 | -3.0 | -21.1 | -6.3 | -1.4 | -6.0 | 1607 | -0.3
CC(=O)Nc1cc2c(ccc3ccccc32)oc1=O | -0.212 | 0.9 | 5.7 | 0.5 | 6.5 | 10.1 | -1.4 | 1.9 | 10.8 | 1641 | 0.2
COc1ccc(-n2nnnc2SCC(=O)NNC(=O)c2ccc([N+](=O)[O-])cc2)cc1 | . | 0.5 | 3.8 | 4.7 | -3.6 | . | -11.2 | -9.3 | 5.1 | 1729 | 0.7
COc1nc(N2CCCCCC2)nc(N2CCCCCC2)n1 | 0.304 | 1 | -2.5 | 7.0 | 8.4 | -2.8 | -2.6 | -8.1 | 6.0 | 1612 | 2.4
CCn1c(N2CCN(C(=S)NC)CC2)nc2ccccc21 | . | 1 | 2.6 | -1.1 | -7.3 | 3.0 | 2.5 | . | 8.0 | 1555 | 1.4
CC(C)c1ccc(/C=N/NC(=O)CC(=O)NC2CCCCC2)cc1 | -9.21* | 1 | 4.1 | 4.1 | 1.4 | -0.4 | -5.4 | -0.2 | -10.4 | 1505 | -0.3
Cc1cccc(NC(=O)NC(C)C(c2ccccc2)N2CCN(C)CC2)c1 (stereo not drawn) | -0.108 | 1.3 | 1.8 | 2.3 | -0.8 | -27.5 | 1.0 | -11.9 | -0.1 | 1547 | -1.1
O=S(=O)(Cc1cccc(F)c1)c1c[nH]c2ccccc12 | . | 0.6 | -0.1 | -0.3 | 13.1 | 40.8 | 4.5 | -17.6 | 1.5 | 1537 | -0.9
CCOc1ccc(C2CC(=O)NC(SC)=C2C#N)cc1 (stereo not drawn) | . | 0.9 | 0.1 | -2.6 | -2.8 | 9.3 | -2.2 | -6.8 | -8.6 | 1447 | -0.8
COc1cccc(NC(=S)N2CCc3cc(OC)c(OC)cc3C2COc2ccc3c(C)cc(=O)oc3c2)c1 (stereo not drawn) | . | 1.2 | 6.5 | 6.4 | 11.9 | -16.8 | 20.5 | -13.8 | 0.8 | 1633 | 0.1
CCOC(=O)c1ccc(NC(=O)Nc2ccc(S(N)(=O)=O)cc2)cc1 | . | 0.9 | 13.5 | 2.8 | -1.8 | 14.8 | -5.1 | -22.1 | -6.1 | 1649 | -3.7
O=S(=O)(c1ccc(-c2csc(-c3cccnc3)n2)cc1)N1CCCCC1 | 0.942 | 0.9 | 2.9 | 0.1 | -7.2 | 5.4 | 78.3* | -1.2 | 13.4 | 1466 | 0.7
Cc1nc2ncnn2c(C)c1CCC(=O)Nc1csc(N)n1 | . | 0.9 | 9.3 | 1.5 | 6.8 | 12.5 | -2.7 | -1.7 | -6.8 | 1637 | 2.0
CN1c2ccccc2C2(C)CCCC3=Cc4cc([N+](=O)[O-])cc([N+](=O)[O-])c4OC312 (stereo not drawn) | . | 1 | -8.2 | -2.3 | 8.6 | 2.4 | 35.5 | -15.1 | -4.6 | 1404 | 2.5
COc1ccc(-c2c(=O)n(OCc3ccccn3)c3ccccc3[n+]2[O-])cc1OC | . | 1 | 10.1 | 5.0 | -2.4 | 3.4 | 10.3 | -8.3 | 1.0 | 1636 | 1.4
CCOC(=O)c1c(C)c(C(=O)NC(C)COC)c(C)n1C (stereo not drawn) | 0.799 | 1 | -4.1 | -0.1 | -3.0 | 1.5 | -8.0 | -13.9 | 9.6 | 1697 | -0.6
Nc1nnc(-c2ccccc2)c(-c2ccccc2)n1 | . | 0.8 | -3.2 | -0.7 | -3.2 | 19.2 | 28.3 | 1.2 | 8.6 | 1370 | -0.1
CCOC(=O)c1c(NC(=O)c2nc3n(n2)C(C(F)F)CC(C)N3)sc2c1CCCC2 (stereo not drawn) | 0.644 | 1 | -4.3 | 1.6 | -7.8 | -2.3 | 27.2 | 0.7 | -15.7 | 1419 | -0.1
Cc1nnc(-c2ccccc2)nc1N1CCOCC1 | . | 0.9 | 5.5 | 8.6 | 2.2 | 5.0 | -4.0 | . | -0.7 | 1740 | 0.5
Fc1ccc(-c2nnc(SCc3ncc(-c4ccccc4)o3)n2CC2CCCO2)cc1 (stereo not drawn) | -0.272 | 1 | -10.6 | 2.7 | -2.9 | -1.4 | 3.0 | . | -3.7 | 1601 | -0.3
Cc1ccc(C(=O)OCC(=O)Nc2sc3c(c2C#N)CCCC3)cc1NC(=O)c1ccco1 | -0.184 | 1 | 0.5 | -3.3 | -1.3 | 3.1 | -7.5 | . | 4.2 | 1646 | 0.0
CC1CCN(C(=S)Nc2ccc3nc4n(c(=O)c3c2)CCCCC4)CC1 | -0.567 | 0.9 | -0.4 | 1.6 | -1.8 | 6.2 | 1.0 | 3.9 | 5.1 | 1392 | -0.1
COc1ccccc1N(C)S(=O)(=O)c1ccc(C(=O)O)cc1 | 0.278 | 0.9 | 0.0 | 2.2 | 12.7 | 10.4 | -5.3 | -6.4 | -6.2 | 1495 | -0.5
Cc1cc(-c2ccccc2)n2ncc(C#N)c2n1 | . | 0.9 | 5.3 | 0.8 | -0.9 | 8.4 | -2.1 | -18.4 | -16.1 | 1479 | -0.7
CC1CCCC(NC(=O)COC(=O)[C@@H]2CC(O)CN2S(=O)(=O)c2ccc3c(c2)OCCO3)C1C (stereo partly drawn) | . | 1 | 1.2 | 2.0 | -5.2 | -1.0 | -7.6 | -3.3 | 3.8 | 1502 | -0.1
O=C(CSc1nc2ccccc2n1-c1ccccc1)NCC1CCCO1 (stereo not drawn) | -0.847 | 0.9 | -4.1 | 5.8 | -0.3 | 6.3 | -1.0 | 27.5 | -5.7 | 1425 | 1.9
Cc1ccc(C(=O)OCC(=O)NC(=O)c2cccn2C)cc1 | 0.602 | 0.9 | 9.2 | 11.5 | 0.3 | 5.2 | -5.9 | . | 6.1 | 1693 | 0.0
O=C(CNc1cc(S(=O)(=O)N2CCCC2)ccc1OCC(F)(F)F)Nc1ccc(SC(F)F)cc1 | -2.17 | 1.3 | -2.2 | 2.7 | 0.8 | -31.1 | 1.0 | 14.2 | 9.8 | 1483 | 0.2
O=C1N(Cc2ccccc2)CCCC12CCCN(Cc1ccccc1)C2=O | . | 1 | -16.0 | -3.6 | -2.7 | 0.1 | -1.3 | -95.2 | 9.4 | 1480 | 2.2
Cc1cc(C)n(-c2nc(NC(C)C)nc(NC(C)C)n2)n1 | . | 1 | 16.5 | 3.4 | 6.4 | 2.1 | 4.4 | 1.6 | 5.9 | 1545 | -8.3
CC(C)(C)C1CCC(=NNC(=O)c2cc(-c3ccccc3)n[nH]2)CC1 (stereo not drawn) | 0.56 | 0.9 | -2.5 | 3.5 | 1.2 | 6.8 | -6.2 | -19.9 | 3.6 | 1401 | -0.2
Oc1ccccc1-c1csc(-c2ccccc2)n1 | -0.171 | 0.7 | -3.5 | 2.7 | 7.4 | 29.5 | -1.3 | -5.1 | 0.6 | 1562 | 0.3
CC(=O)c1cccc(NC(=O)c2ccc(N(Cc3ccccc3C)S(C)(=O)=O)cc2)c1 | . | 0.9 | -2.1 | 15.7 | -2.5 | 10.2 | 39.4 | . | 10.3 | 1497 | 0.9
CCn1c(SCC(=O)N2CCOCC2)nnc1-c1cccs1 | . | 1 | -5.0 | -5.2 | -10.3 | -0.9 | 7.8 | -35.7 | -15.2 | 1359 | 2.7
